# mIDH1 inhibitor: qHTS for Inhibitors of mutant isocitrate dehydrogenase 1 (IDH1): qHTS. Isocitrate dehydrogenase [NADP] cytoplasmic (Homo sapiens), O75874. IDH1-R132H enzyme, NADPH consumption, diaphorase/resazurin fluorescence. Potency, µM (doses to about 76.6 µM), for the others: at the highest dose activity change, negative = inhibition, most hits filed as inhibitors. hit rate 0.093% among 390,000; note: potency is the fitted concentration of half-maximal effect; % is set by controls: 0 for no effect and ±100 for the full control effect; nearly all actives have a fitted effect of over 65% in size
# Target sequence (O75874 whole entry R132H, stated change not applied): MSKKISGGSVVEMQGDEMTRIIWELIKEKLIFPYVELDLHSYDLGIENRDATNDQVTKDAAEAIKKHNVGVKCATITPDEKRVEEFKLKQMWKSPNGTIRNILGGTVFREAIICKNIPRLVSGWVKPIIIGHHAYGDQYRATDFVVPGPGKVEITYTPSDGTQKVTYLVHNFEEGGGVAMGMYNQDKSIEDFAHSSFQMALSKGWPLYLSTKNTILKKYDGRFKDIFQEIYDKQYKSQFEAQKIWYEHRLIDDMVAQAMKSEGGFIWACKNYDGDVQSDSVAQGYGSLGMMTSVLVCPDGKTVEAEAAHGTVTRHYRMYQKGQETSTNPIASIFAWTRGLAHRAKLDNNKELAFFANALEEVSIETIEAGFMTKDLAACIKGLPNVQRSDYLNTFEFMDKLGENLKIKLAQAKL
#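 IDH1-R132H (0.5 ug/mL dispensed) in pH 7.5 Tris buffer was preincubated 30 min with compound, then given a substrate mix of 0.016 mM NADPH and 2 mM alpha-KG for 80 min at room temperature; remaining NADPH was read by diaphorase/resazurin fluorescence.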
# TrxR1 substrate: qHTS Assay for Substrates of Mammalian Selenoprotein Thioredoxin Reductase 1 (TrxR1): qHTS. purified TrxR1 substrate turnover, NADPH consumption readout. Potency, µM (series often up to 114 µM), for the others: at the top dose activity change, negative = substrate turnover. Thioredoxin reductase 1, cytoplasmic (Rattus norvegicus), O89049. AID 588456, 2011. hit rate 0.01% among 390,000; note: potency is the fitted concentration of half-maximal effect; % is set by controls: 0 for no effect and ±100 for the full control effect; nearly all actives have a fitted effect of over 50% in size
#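 Rat TrxR1, dispensed at 90 nM, was prereduced with 400 uM NADPH (final) for 5 min at ~22 deg C, then incubated with compound 15 min before 400 uM selenite. A first-read NADPH fluorescence drop versus no-compound background flagged substrates.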
# D2 antag: HTS Assay for Allosteric Antagonists of the Human D2 Dopamine Receptor: Primary Screen for Antagonists; hit rate 2% among 340,000; inhibition, % at 10 µM; AID 485344, 2010; HEK293 TREx D2 cells, calcium flux, dopamine EC80; in the data active = inhibition above about 30%; note: 0% is about no effect
#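 Tetracycline-induced HEK293 T-REx cells expressing D2 force-coupled to calcium signalling were dye-loaded, exposed to compound for 180 s, then challenged with an EC80 of dopamine; calcium flux was followed kinetically for a further 180 s.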
# USP1-UAF1 inh: Inhibitors of USP1/UAF1: Primary Screen; hit rate 0.23% among 390,000; AID 743255, 2014; recombinant USP1/UAF1, Ub-Rhodamine cleavage fluorescence; Potency, µM (doses to about 57.1 µM), inactives show top-dose activity change, negative = inhibition, hits mostly inhibitors; Ubiquitin carboxyl-terminal hydrolase 1 (Homo sapiens), O94782; note: potency is the fitted concentration of half-maximal effect; % is set by controls: 0 for no effect and ±100 for the full control effect; nearly all actives have a fitted effect of over 60% in size; inactives centre near -12
#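 In this screen, compounds sit with the deubiquitinase complex (1nM) for 15 min at room temperature before Ub-Rho is added at 150nM final. Fluorescence rise is then followed for 6 reads every 60 seconds.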
# PI4K2A inh: qHTS for small molecular inhibitors of PI4K2A; hit rate 0.13% among 420,000; Phosphatidylinositol 4-kinase type 2-alpha (Homo sapiens), Q9BTU6; activity change, negative = inhibition, % at 76.9 µM; AID 1346378, 2018; purified PI4K2A, ADP-Glo luminescence, 1 h; stronger effect = lower value; in the data active = activity change below about -50%; inconclusive = mostly about -30% to -49%;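 note: -100% = wells without enzyme as full effect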
#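 PI4K2A activity was measured by ADP-Glo luminescence: enzyme (4 ug/mL stock) and phosphatidylinositol (1.2 mM stock) in Tris pH 7.5/MgCl2/EGTA/Triton X-100 buffer were reacted with ATP (300 microM stock) for one hour at ambient temperature.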
# D2 ag: HTS Assay for Allosteric Agonists of the Human D2 Dopamine Receptor: Primary Screen for Agonists. activation, % at 2 µM. HEK293 T-REx D2 cells, calcium flux agonist mode. AID 485358, 2010. hit rate 0.53% among 340,000;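 active = activation over 3 SD above normal in the single-dose calcium agonist read, cut at about 30% in these data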; note: 0% is about no effect
#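 Calcium-flux readout, 1 cycle/sec over 180 s following compound pin transfer, in inducible HEK293 Trex D2 cells (force-coupled); dopamine controls included. Positive calcium responses during this window marked compounds as potential agonists.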
# TRHR agonist: qHTS for Small Molecule Agonists and Allosteric Enhancers of Human TRH Receptor: Primary Screen for Agonists | Thyrotropin-releasing hormone receptor (Homo sapiens), P34981 | TRHR cells, calcium flux fluo-8, FDSS agonist mode | activation, % at 2 µM | hit rate 0.18% among 360,000; in the data active = activation above about 30%; note: 0% is about no effect
# Target sequence (P34981 whole entry, looked up): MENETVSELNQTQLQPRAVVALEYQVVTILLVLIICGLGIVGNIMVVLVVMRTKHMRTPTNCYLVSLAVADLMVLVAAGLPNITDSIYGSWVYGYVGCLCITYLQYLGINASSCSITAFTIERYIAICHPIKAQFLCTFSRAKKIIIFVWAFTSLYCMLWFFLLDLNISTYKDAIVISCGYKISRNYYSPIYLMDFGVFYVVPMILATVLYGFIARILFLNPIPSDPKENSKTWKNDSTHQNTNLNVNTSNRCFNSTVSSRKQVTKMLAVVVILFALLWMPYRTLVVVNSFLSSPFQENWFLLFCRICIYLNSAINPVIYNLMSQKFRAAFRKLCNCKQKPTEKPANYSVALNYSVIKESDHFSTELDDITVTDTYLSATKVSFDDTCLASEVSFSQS
#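 TRHR-expressing cells, plated overnight in medium with 10% serum, were loaded with fluo-8 calcium dye at room temperature. After a 10 s baseline, library compound was pin-added and calcium release was recorded kinetically (ex 480/em 530) as agonist response.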
# TrxR1 inh: qHTS Assay for Inhibitors of Mammalian Selenoprotein Thioredoxin Reductase 1 (TrxR1): qHTS; hit rate 1% among 390,000; AID 588453, 2011; recombinant rTrxR1, NADPH fluorescence consumption, selenite substrate; Potency, µM (doses to about 114 µM), for the others: at the highest dose activity change, negative = inhibition, usual class: inhibitors; note: potency is the fitted concentration of half-maximal effect; % is set by controls: 0 for no effect and ±100 for the full control effect; nearly all actives have a fitted effect of over 65% in size
#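 Rat TrxR1 (90 nM in the dispensed reagent) was pre-reduced with 400 uM NADPH for 5 min at room temperature, then incubated with compound for 15 min. After 400 uM selenite was added, NADPH fluorescence (Ex 340/Em 450 nm) was followed for 8 min.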
# TRHR enhancer: qHTS for Small Molecule Agonists and Allosteric Enhancers of Human TRH Receptor: Primary Screen for Enhancers; hit rate 0.66% among 360,000; TRHR cells, fluo-8 calcium fluorescence, EC20 TRH enhancement; Thyrotropin-releasing hormone receptor (Homo sapiens), P34981; enhancement, % at 2 µM; AID 493056, 2011; in the data active = enhancement above about 30%; note: 0% is about no effect
#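 TRHR-expressing cells loaded with fluo-8 calcium dye were read kinetically (ex 480/em 530) during compound addition, then stimulated with an EC20 of TRH (10 nM final). Enhancement of the Gq-mediated intracellular calcium response was scored.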
# Starred values were filed as active, the others as inactive; ? = inconclusive; nt = not tested or not shown; [ ] = remark or other dose. Unless noted, calls come from the whole dose curve; as a rule, active = well fitted inhibition curve with a large enough effect; inconclusive = small, poorly fitted or top-dose-only effect; inactive = no such curve, though single readings can be large or run the other way.
# Start of the listing, in advance:
# Each structure is followed by: TRHR enhancer	TrxR1 substrate	TrxR1 inh	TRHR agonist	USP1-UAF1 inh	PI4K2A inh	mIDH1 inhibitor	D2 ag	D2 antag
- CC(=O)Nc1ccc(NC(=O)CSc2ccc(-c3sc(C)nc3C)nn2)cc1
    24	-10%	?	0.7	-9%	-3	3%	-0.2	4
- O=C(NCCc1ccc(F)cc1)N1CCOCC1
    18	3%	9%	0.9	-13%	3	2%	0.5	9
- O=C(CSc1nc2sc3c(c2c(=O)n1-c1ccccc1)CCCC3)N/N=C/c1ccc(C(=O)O)cc1
    -1	18%	18%	0.1	-17%	-7	1%	0.8	-3

# All compounds of this part (from the top)
# Each structure is followed by: TRHR enhancer	TrxR1 substrate	TrxR1 inh	TRHR agonist	USP1-UAF1 inh	PI4K2A inh	mIDH1 inhibitor	D2 ag	D2 antag
- CC(=O)Nc1ccc(NC(=O)CSc2ccc(-c3sc(C)nc3C)nn2)cc1
    24	-10%	?	0.7	-9%	-3	3%	-0.2	4
- O=C(NCCc1ccc(F)cc1)N1CCOCC1
    18	3%	9%	0.9	-13%	3	2%	0.5	9
- O=C(CSc1nc2sc3c(c2c(=O)n1-c1ccccc1)CCCC3)N/N=C/c1ccc(C(=O)O)cc1
    -1	18%	18%	0.1	-17%	-7	1%	0.8	-3
- CC(C)(C)OC(=O)[C@H](Cc1ccccc1)NC(=O)c1[nH]cnc1C(=O)Nc1cccc(Cl)c1
    -3	-5%	45%[activator]	0.7	-18%	-2	-5%[38.3 µM]	nt	nt
- Cc1nonc1NC(=O)CSc1cn[nH]n1
    5	-4%	14%	0.7	9%	-1	1%	nt	-13
- O=C(CCCc1nc2ccccc2s1)N1CCN(c2ccccc2)CC1
    0	-3%	-4%	-1.0	-21%	11	-6%	-0.6	11
- Cc1cc(C)c(NS(=O)(=O)c2ccc3c(c2)NC(=O)CC(=O)N3)c(C)c1
    4	-7%	-9%	0.2	-5%	-2	1%	nt	nt
- COc1ccc(-c2noc(CCCCC(=O)N3CCN(c4cc(C)ccc4C)CC3)n2)cc1
    nt	-3%	0%	nt	?	-1	2%	nt	nt
- NC(=O)C1=C[C@@H](c2ccccc2)C[C@@H](OCCCCO)O1
    nt	0%	12%	nt	-25%	2	17%	nt	nt
- CN1CCN(S(=O)(=O)c2ccc3[nH]c(=O)oc3c2)CC1
    2	-11%	-8%	0.2	-7%	-2	6%	-0.5	11
- O=C(CSc1n[nH]c(-c2cccs2)n1)N1CCCC1
    nt	1%	2%	nt	2%	-2	-11%	nt	nt
- CCOC(=O)n1ccc(C(=O)Nc2ccccc2F)n1
    -6	-5%	-6%	-0.6	-10%	-1	1%	0.1	-1
- Cc1ccc(NC(=O)CCN2CCc3ccccc3C2)cc1
    3	6%[57.1 µM]	6%[57.1 µM]	-0.1	-5%	1	4%	nt	nt
- COC(=O)c1ccc2c(=O)[nH]c(COC(=O)CCC(=O)c3ccc(Cl)cc3)nc2c1
    3	4%[57.1 µM]	12%[57.1 µM]	0.2	-19%	-4	1%	0.9	22
- Clc1ccc(CN2C3=NCCCN3c3ccccc32)c(Cl)c1
    -16	2%	14%	1.0	-20%	11	1%	2.6	-19
- CC(C)(C)C(=O)N1N=C(c2ccc(NS(C)(=O)=O)cc2)CC1c1cccs1 (stereo unspecified)
    17	22%[57.1 µM]	6%[57.1 µM]	0.4	-16%	2	-14%	0.2	2
- COc1ccc(-c2cc3ccccc3n2CC(O)CNC(CO)(CO)CO)cc1 (stereo unspecified)
    -1	69%[activator]	23%	-0.6	-17%	-6	-2%	-0.1	7
- CCCCCc1cc(=O)oc2c(C(CCN3CCCC(C)C3)c3ccc(N(C)C)cc3)c(OC)cc(OC)c12 (stereo unspecified)
    3	7%[57.1 µM]	8%[57.1 µM]	0.3	-15%	0	-4%	-0.3	0
- COc1ccccc1NC(=S)N1CCC(C(=O)c2ccc(F)cc2)CC1
    -2	2%	5%	0.0	-11%	4	-2%	0.1	2
- c1ccc(-c2nnsc2Sc2ccccn2)cc1
    5	13%[57.1 µM]	14%[57.1 µM]	0.0	-27%	-8	1%	0.0	3
- Cc1ccc(C(=O)CSc2nnc(N)s2)c(C)c1
    -2	-4%	-1%[57.1 µM]	-0.4	-4%	0	-1%	-1.3	-7
- CCS(=O)(=O)n1nc(-c2ccccc2)nc1N
    0	10%[57.1 µM]	55%[activator][57.1 µM]	0.7	-15%	-9	4%	1.0	10
- CC(C)C[C@H](NC(=O)C1CC(=O)N(c2ccc3c(c2)OCO3)C1)C(=O)NCc1ccco1 (stereo partly specified)
    -1	1%	19%	-0.3	-23%	-5	3%	0.9	0
- CSc1cccc(NC(=O)/C=C/c2ccc(Cl)cc2)c1
    -8	-1%[57.1 µM]	-12%[57.1 µM]	0.7	-20%	-3	7%	0.6	70*
- CCOc1cccc(N2C(=O)CC(N3CCN(c4ccc(S(=O)(=O)CC)cc4)CC3)C2=O)c1 (stereo unspecified)
    11	3%	9%	-0.2	-18%	1	-4%	0.6	-18
- O=C(CN1C(=O)c2ccccc2C1=O)NCCc1c[nH]c2ccccc12
    -2	-17%	-15%	0.1	-2%	-3	-3%	-0.4	-1
- COCCN1CN=C(Nc2nc3ccccc3o2)NC1
    4	3%	1%	0.7	-11%	3	8%	nt	nt
- Cc1cc(C)c(NC(=O)CSc2nc3c(c(=O)n2C)SC(C)C3)c(C)c1 (stereo unspecified)
    4	-2%	2%	-0.6	-25%	-2	1%	-1.1	-9
- O=c1oc2ccccc2c2c1cnc1ccccc12
    nt	8%	10%	nt	-20%	-2	12%	nt	nt
- COc1ccc(C2C3CCCCC3(O)CCN2C(=O)c2cccs2)cc1 (stereo unspecified)
    6	-14%	-16%	0.3	-3%	4	5%	nt	nt
- COc1cc(C(=O)OCC(=O)c2ccccc2)cc2c1OCCO2
    -1	2%	42%[activator]	-0.1	-13%	-7	4%	-0.4	8
- CCn1nc(C)c(CCN(C)C(=O)Nc2cc(Cl)ccc2C)c1C
    4	4%[57.1 µM]	16%[57.1 µM]	-0.1	-25%	3	-5%	-2.3	nt
- CC(=O)N1CCOc2ccc(S(=O)(=O)N3CC(C)CC(C)C3)cc21 (stereo unspecified)
    -5	-5%	2%	-0.5	-9%	-2	0%	0.3	19
- O=C(Nc1nc(C2C3CC4CC(C3)CC2C4)cs1)c1cc2cc([N+](=O)[O-])ccc2oc1=O (stereo unspecified)
    5	6%[57.1 µM]	17%[57.1 µM]	-0.8	-24%	3	-6%	0.3	-5
- O=C(N[C@@H](Cc1ccc(O)cc1)C(=O)O)c1cccnc1
    1	7%	-2%	0.3	-24%	0	20%	0.1	7
- COC(C[C@H]1O[C@@H]1[C@H](O)[C@H](C)OCc1ccccc1)OC
    nt	5%	9%	nt	-21%	1	8%	nt	nt
- COc1cccc(-c2nc(CS(=O)(=O)CC(=O)N3CCN(c4cc(C)ccc4C)CC3)c(C)o2)c1
    15	-11%	-7%	-0.5	3%	5	-9%	0.0	nt
- COc1ccc2ccccc2c1/C=N/NC(=O)c1nnn(-c2nonc2N)c1C(C)C
    7	8%	14%	0.7	-22%	-1	9%	0.6	35*
- CCOC(=O)C1CCN(S(=O)(=O)c2ccc(Cl)cc2OC)CC1
    3	5%	24%	-0.6	5%	-1	2%	-0.5	2
- COc1cccc(OCc2cc(C(=O)N(C)C3CC(C)(C)NC(C)(C)C3)no2)c1
    0	0%	29%	-1.1	-8%	-10	-7%	0.1	-32
- CCCCC(=O)Nc1nnc(CCOC)s1
    3	1%	13%	0.0	-2%	3	2%	0.1	6
- CCN1C(=O)NC(c2cccnc2)C(C(=O)OC)=C1C (stereo unspecified)
    -3	2%	17%	-1.8	-6%	10	1%	1.3	4
- COc1cccc(C(=O)N2CCC(n3nccc3NC(=O)C(OC)c3ccccc3)CC2)c1 (stereo unspecified)
    -13	-7%	-5%	-0.2	-5%	6	6%	0.4	-12
- CCCCOCCO
    nt	0%	10%	nt	-20%	5	0%	nt	nt
- COc1ccc(S(=O)(=O)N2CCCCC2)cc1NC(=S)Nc1ccccc1
    56*	-10%	-25%	0.0	0%	2	0%	0.9	4
- O=C(CCn1c(=S)oc2ccccc21)Nc1ccccc1F
    -5	-2%[57.1 µM]	17%[57.1 µM]	-0.8	-5%	-1	-3%	-0.4	1
- CCOc1ccccc1OCC(=O)Nc1ccc2[nH]c(=O)[nH]c2c1
    2	-1%	8%	0.3	-10%	-1	2%	0.1	-43
- COc1ccc(NCc2cc3cc4c(cc3n(CC(=O)Nc3ccc(C)c(C)c3)c2=O)OCO4)cc1
    -1	-7%	-1%	2.5	?	-10	-9%	1.5	nt
- COc1ccc(N/C(=N/c2nc(C)cc(C)n2)NC(=O)c2ccccc2)cc1
    -5	9%	26%	0.4	-26%	7	0%	-0.6	10
- CCCNC(=O)OCc1cccnc1Sc1ccc(C)cc1
    -3	4%[57.1 µM]	3%[57.1 µM]	-0.8	2%	-18	2%	0.6	-5

# Screening data: PubChem BioAssay, National Center for Advancing Translational Sciences (NCATS)
